# High-throughput results (PubChem)
# CaV13 ICDI inh: Disruptors of the CACNA1D IQ motif to Ca2+-dependent inactivation inhibitor domain association, primary screening, Förster resonance energy transfer in intact living …. HEK cells, CFP/YFP FRET ICDI-IQ, plate reader, 10 min; percent FRET-ratio fall versus neutral wells. inhibition, % at 12.3 µM. 340,000 compounds, 0.098% hits;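 active = mean replicate inhibition of at least 30% and at least 1% of replicates passing that level; inconclusive = only one of the two criteria is met; inactive = neither criterion is met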;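 also: 0% = median of the neutral control wells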
# NR2E3 ag-1: activates human photoreceptor nuclear receptor NR2E3. Q9Y5X4. GST-NR2E3/biotin-RetCOR TR-FRET, 1536-well. inhibition of corepressor binding, % at 4.78 µM. 320,000 compounds, 0.12% hits. AID 2300;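 active = percent inhibition above the cutoff of mean plus 3 SD of all tested compounds, set per screening campaign, cut at about 20% in these data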;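 also: 0% = DMSO wells and 100% = biotin wells as full block of FRET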
# Target sequence (Q9Y5X4 whole entry, looked up): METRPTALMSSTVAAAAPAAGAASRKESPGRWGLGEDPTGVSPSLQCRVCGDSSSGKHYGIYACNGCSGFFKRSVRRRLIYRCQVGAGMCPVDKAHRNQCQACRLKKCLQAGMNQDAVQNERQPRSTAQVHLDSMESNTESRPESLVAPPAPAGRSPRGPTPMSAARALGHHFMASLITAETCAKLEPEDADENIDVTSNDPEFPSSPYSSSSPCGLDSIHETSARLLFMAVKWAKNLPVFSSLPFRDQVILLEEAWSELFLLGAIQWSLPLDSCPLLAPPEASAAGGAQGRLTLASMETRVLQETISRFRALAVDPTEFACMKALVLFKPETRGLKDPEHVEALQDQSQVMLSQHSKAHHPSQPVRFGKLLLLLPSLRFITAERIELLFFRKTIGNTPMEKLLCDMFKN
#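 System: GST-tagged NR2E3 plus biotinylated RetCOR corepressor; Buffer or medium: pH 7.5 Tris-based buffer; Probe or stimulus: RetCOR corepressor, biotinylated, 7 nM; Doses: compound at 4.8 µM, single dose; Schedule: 5 h incubation at 4 °C; Technique: time-resolved FRET; Evaluation: percent inhibition of TR-FRET ratio; Replication: one well per compound, singlicate testing.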
# Granule exo inh: lytic granule exocytosis inhibition. TALL-104 LAMP-1 surface exposure, flow cytometry; cells stimulated with thapsigargin and PMA. AID 651702. 360,000 compounds, 0.66% hits. inhibition, % at 10 µM;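 active = inhibition above about 55%, limit read from the data; inconclusive = no clear call, values can overlap the other calls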
# NR2E3 ag-2: activates human NR2E3 receptor | 360,000 compounds, 0.35% hits | Q9Y5X4 | CHO-S Gal4-NCOR/VP16-NR2E3 two-hybrid, luciferase | inhibition of corepressor binding, % at 3.98 µM | AID 602229;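 active = inhibition above the mean of all tested compounds plus 3 SD, cut at about 70% in these data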;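 also: 0% = DMSO with NR2E3 transfected cells and 100% = cells lacking NR2E3 construct; higher means lower luciferase signal from less NR2E3 corepressor binding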
# Vif imaging: HIV Vif inhibition; HEK293T cells, Vif self-association by quenched fluorescence, imaging, 24 h; inhibition, % at 7.49 µM; 340,000 compounds, 0.35% hits; in the data active = inhibition above about 50%, passing the limit was not always enough; inconclusive = no clear call, values can overlap the other calls; inactive = below about 31%; also: some results filed as inactive read as strong as hits
# aDG glyco up: increases alpha dystroglycan glycosylation | Pro5-aDG cells, alpha-DG glycosylation AlphaScreen (IIH6); 0% Pro5, 100% B10-LARGE cell signal | activation, % at 10 µM | 360,000 compounds, 0.22% hits | AID 624168;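 active = activation of at least 8% versus controls, or a plate z-score of at least 8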;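 also: Pro5 are CHO cells carrying HIG-tagged alpha-DG that lacks glycosylation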
# PDI inh: blocks human protein disulfide isomerase activity; PDI insulin aggregation turbidity, A650, 90 min; inhibition, % at 10 µM; 350,000 compounds, 0.052% hits; P07237;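 active = mean inhibition across replicates of 30% or more, whatever share of single replicates reach that level; inconclusive = mean inhibition below 30% while every single replicate reaches 30%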;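 also: absorbance from insulin aggregation driven by PDI reduction with DTT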
# Target sequence (P07237 whole entry, looked up): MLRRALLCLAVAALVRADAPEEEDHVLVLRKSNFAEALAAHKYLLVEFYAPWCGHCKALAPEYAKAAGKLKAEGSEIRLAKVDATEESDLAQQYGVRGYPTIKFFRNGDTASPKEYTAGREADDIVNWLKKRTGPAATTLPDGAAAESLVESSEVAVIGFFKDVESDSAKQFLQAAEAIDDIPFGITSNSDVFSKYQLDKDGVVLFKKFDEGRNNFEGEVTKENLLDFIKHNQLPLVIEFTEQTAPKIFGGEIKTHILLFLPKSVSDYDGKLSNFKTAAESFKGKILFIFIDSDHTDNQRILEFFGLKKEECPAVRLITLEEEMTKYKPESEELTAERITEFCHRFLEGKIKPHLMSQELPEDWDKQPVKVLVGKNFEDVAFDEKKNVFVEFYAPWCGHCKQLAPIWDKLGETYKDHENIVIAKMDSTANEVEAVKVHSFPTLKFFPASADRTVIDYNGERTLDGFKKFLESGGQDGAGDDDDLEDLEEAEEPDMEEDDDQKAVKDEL
# iPSC survival up: hiPSC single-cell survival enhancement; ATPlite luminescence; 100% = ROCK inhibitor wells, 0% = DMSO; 360,000 compounds, 0.044% hits; AID 602274; survival enhancement, % at 20 µM; in the data active = survival enhancement above about 18%;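 also: cells exposed to compounds for 16 hours before the ATP read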
# Peg3 prom inh: reduces Peg3 promoter-driven luciferase expression in HeLa | 360,000 compounds, 1.7% hits | inhibition, % at 20 µM | HeLa PEG-Prom luciferase reporter, luminescence, overnight;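 active = inhibition of at least 50% at 20 µM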
# TRPM1 prom inh: MITF TRPM1 promoter inhibition in SK-MEL-5 cells. SK-MEL-5 TRPM1 promoter luciferase, 24 h. inhibition, % at 12.5 µM. 330,000 compounds, 0.83% hits. AID 488899;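 active = mean inhibition across replicates of 60% or more, whatever share of single replicates reaches that level; inconclusive = some that reach 60%, reason not given; inactive = mean inhibition across replicates below 60%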; also: values of inactives mirror those of a sister screen read the other way
# HIF-2a inh: inhibitors of HIF-2a | 360,000 compounds, 0.72% hits | inhibition, % at 18.8 µM | 786-0 RCC cells HIF-2a reporter, luciferase luminescence, overnight;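 active = inhibition of the luminescence signal of 40% or more relative to plate controls, in a single-dose primary screen at 18.75 µM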
# Starred values were filed as active, the others as inactive; ? = inconclusive; nt = no result given.
SMILES,CaV13 ICDI inh,NR2E3 ag-1,Granule exo inh,NR2E3 ag-2,Vif imaging,aDG glyco up,PDI inh,iPSC survival up,Peg3 prom inh,TRPM1 prom inh,HIF-2a inh
CSCCC(NS(=O)(=O)c1ccc(C)cc1)C(=O)N1CCCC1 (configuration not stated),-3,4,-6,-6,4,0.0,7,1.5,11,-5,0
COc1cccc(/C=N/Nc2nnc(C)n2N)c1O,-3,-3,-5,12,-21,0.0,17,-0.5,-4,-2,12
O=S(=O)(NCc1cc(-c2ccccc2Cl)no1)c1ccccc1,-5,1,0,-16,5,0.1,-7,4.5,5,11,-19
C=CC[C@H]1CC(C)=C[C@H](CC=C)N1C(=O)c1cc(COc2ccccc2SC)on1,-2,-6,3,-17,-12,-0.2,4,-0.5,23,-4,5
CCCOc1ccc(-c2nc(C#N)c(N3CCN(CC)CC3)o2)cc1,nt,-3,3,-30,3,1.5,-1,2.5,3,0,18
Cc1ccc(S(=O)(=O)N2CCOCC2)cc1C(=O)OCC(=O)N1CCc2ccccc2C1,nt,nt,0,-17,9,-0.1,-1,2.5,-6,1,9
O=[N+]([O-])c1cc(CN2CCC(O)CC2)ccc1Cl,-5,1,-3,-11,-4,0.0,0,-0.3,19,0,12
O=C1C=CC(=O)N1c1ccc2c(c1)Cc1cc(F)ccc1-2,-2,nt,29,-33,28,-0.1,1,-1.8,97*,4,-5
Cc1nnc(SC(C(=O)Nc2cc(Cl)cc(Cl)c2)c2ccccc2)[nH]c1=O (configuration not stated),6,0,-2,40,4,-0.3,1,1.3,20,1,13
COc1cccc(/C=C2/NC(=O)NC2=O)c1OCC(=O)Nc1ccccc1,-5,-2,-9,0,0,-0.3,-14,-0.4,22,-5,25
O=C(O)C1C2CCC(CC2)C1C(=O)N1CCN(Cc2ccc(F)cc2)CC1 (configuration not stated),-2,-2,4,-5,3,-0.1,8,3.5,-1,2,12
C=CCNC(=O)c1ccccc1NC(=O)C1CC(=O)N(C(C)C)C1 (configuration not stated),1,2,-4,13,1,0.0,9,-0.6,-7,4,22
O=C(Nc1ncc([N+](=O)[O-])s1)c1ccc2c(c1)OCO2,-5,2,34,-1,-14,-0.1,8,-0.1,70*,65*,61*
COCCCNC(=O)CC1C[C@H](C(=O)N(C(C)C)C(C)C)[C@@]2(C)c3[nH]c4ccc(OC)cc4c3CCN2C1=O (some centres not stated),-3,nt,3,-9,17,-0.2,4,-1.9,15,6,-11
Cc1cc(C)nc(N(C#N)S(=O)(=O)c2ccccc2Cl)n1,-3,0,1,12,-6,-0.2,3,-1.6,15,5,8
O=C(CN1CCCCC1)NC(=O)NC1CCCCC1,-7,5,-3,7,1,-0.1,0,-0.5,-57,-35,-86
COc1ccc(CNC(=O)CCC(=O)c2ccc(F)cc2)cc1OC,-6,nt,10,19,16,0.1,-3,-1.4,5,14,3
CC(=O)Nc1ccccc1C(=O)N1CC(C)OC(C)C1 (configuration not stated),-1,0,-1,2,24,-0.3,0,2.8,-6,-7,16
Fc1ccc(OCCOCCN2CCCC2)cc1,-20,-1,-2,-18,-1,-0.1,9,0.9,7,18,13
O=[N+]([O-])c1ccc(/C=N/Nc2ccc3ccccc3c2)o1,-41,0,-4,-46,2,-0.2,12,-3.1,-150,15,-147
CC(=O)N/C(=C\c1ccccc1)C(=O)OCC(=O)NC(C)C12CC3CC(CC(C3)C1)C2 (configuration not stated),-5,-3,0,-27,-3,0.3,-4,-0.4,10,-2,18
COc1cc(S(=O)(=O)Nc2cccnc2)ccc1Cl,6,1,2,-13,1,-0.2,-2,-0.8,17,9,15
CC(=O)Nc1ccc(S(=O)(=O)NCC2CCC(C(=O)NC(C)c3ccccc3)CC2)cc1 (configuration not stated),-4,-1,-2,13,-5,-0.2,-5,-0.4,3,14,11
Cc1ccc(S(=O)(=O)N2CC3(C)CN(S(=O)(=O)c4ccc(C)cc4)CC(C)(C2)C3)cc1,-8,3,2,-19,-13,0.4,-9,-1.1,6,9,12
CCN=C1Cn2c(nc3scc(-c4ccccc4)c3c2=O)CN1CC,-7,1,1,-3,-8,0.1,2,-3.1,1,0,0

# Carrying on.
SMILES,CaV13 ICDI inh,NR2E3 ag-1,Granule exo inh,NR2E3 ag-2,Vif imaging,aDG glyco up,PDI inh,iPSC survival up,Peg3 prom inh,TRPM1 prom inh,HIF-2a inh
O=C(N/N=C/C(Cl)=C\c1ccccc1)c1cnccn1,-3,-2,0,-5,18,0.0,-5,-3.3,-124,-25,-143
CC(=N)C1=C(O)CC(C)(C)CC1=O,-5,3,-14,-3,38,-0.2,5,2.2,8,-1,9
O=C(OCC(=O)c1ccc(Cl)cc1Cl)c1ccc2c(c1)C(=O)N(c1cccc3ncccc13)C2=O,-3,-3,-3,4,2,0.0,-3,-2.9,16,3,18
C/C=C/Cn1c(N2CCCCCC2)nc2c1c(=O)[nH]c(=O)n2C,-1,0,1,8,-3,0.1,-16,4.9,4,-23,18
Cc1cccc(COCC(Cc2ccccc2)N2CCN(C(=O)c3ccc(Cl)c(Cl)c3)CCC2=O)c1 (configuration not stated),-12,1,-4,-6,-1,0.6,-3,-2.9,24,5,8
COC(CSc1ncnc2c1oc1nc3c(cc12)COC(C)(C)C3)OC,-4,1,8,-42,-1,-0.2,-1,0.6,-30,-17,-69
CN(C)S(=O)(=O)c1ccc(SCC(=O)Nc2ccc3c(c2)OCCO3)nc1,-4,nt,2,-38,3,-0.1,-3,-0.4,-102,-23,-121
O=C1CC(N2CCN(S(=O)(=O)c3ccc(Cl)cc3)CC2)C(=O)N1CCc1ccccc1 (configuration not stated),-7,2,-2,5,nt,0.0,-4,-0.4,27,16,0
CC(C)Oc1ccc(/C(O)=C2/C(=O)C(=O)N(Cc3cccnc3)C2c2ccco2)cc1 (configuration not stated),0,9,6,-35,4,0.4,-4,-2.2,-96,11,-49
O=C(CSc1nnc(-c2cccc(F)c2)o1)Nc1nncs1,-1,1,-2,-28,-1,-0.2,8,0.1,7,-13,7
Cc1cc(C)c2cc(C(=O)N3CCC(C(=O)c4ccc(F)cc4)CC3)[nH]c2c1,-13,0,-7,28,-13,0.2,-8,0.8,24,26,8
O=S(=O)(c1cc(F)ccc1F)N1CCC2(CC1)OCCO2,-5,0,2,-12,-3,0.0,5,1.0,-10,-1,19
C=CCC[C@@H](Cc1ccc(F)cc1)C(=O)O[C@H](CNC(=O)[C@H](CC=C)CC(=O)N(CCO)Cc1ccccc1)c1ccccc1,-11,nt,46,4,-7,0.1,-3,-0.3,39,-4,13
CCOC(=O)N1CCC(N(CCN(C)C)C(=S)Nc2ccccc2OCC)CC1,-15,2,2,2,0,-0.2,2,0.2,-10,-19,2
Cc1cc(C)cc(NC(=O)COC(=O)CCn2c(C)csc2=O)c1,-6,2,0,-2,1,0.0,1,-0.4,-1,-12,11
COc1ccc2c(c1)c(N=NC(N)=S)c(O)n2CC(=O)c1ccccc1,-4,-1,-11,-29,-12,-0.1,-10,-0.3,20,nt,19
Cc1onc(-c2ccccc2)c1C(=O)N1CCCC1,-5,1,4,-22,19,0.1,9,0.0,-7,0,10
CCOc1ccccc1C1C(C(=O)OC)=C(N)OC2=C1C(=O)CCC2 (configuration not stated),-9,-4,2,2,-2,0.0,-5,0.4,0,5,-2
Cc1ccc(S(=O)(=O)N[C@@H](Cc2ccccc2)C(=O)N2CCC[C@@H]2C(=O)O)cc1,-18,-5,-3,-5,-6,-0.1,15,0.6,3,-6,16
Cc1ccc(CN(c2ccc(C(=O)NCc3ccccn3)cc2)S(C)(=O)=O)cc1,-9,3,-1,19,-11,0.0,?,-0.8,17,-1,26
CCN(CC)CCn1c(=N)n(CC(O)c2ccco2)c2ccccc21 (configuration not stated),-4,3,1,0,0,-0.1,6,2.0,9,6,23
CC(C)(C)S(=O)N1Cc2cc(C(=O)N[C@@H]3CCN(Cc4ccccc4)C3)nc(-c3cccc(-c4cc5ccccc5o4)c3)c2[C@@H]1CCO (some centres not stated),-6,nt,63*,-4,nt,-0.3,nt,-1.1,34,nt,-7
O=C(CCn1c(=S)[nH]c2cc3c(cc2c1=O)OCO3)NCc1cccc(Cl)c1,-7,1,4,-13,-2,0.5,12,-0.1,0,-1,10

# Some of the entries above, reformatted:
# Sequence of screens: CaV13 ICDI inh	NR2E3 ag-1	Granule exo inh	NR2E3 ag-2	Vif imaging	aDG glyco up	PDI inh	iPSC survival up	Peg3 prom inh	TRPM1 prom inh	HIF-2a inh
> O=C(CSc1nnc(-c2cccc(F)c2)o1)Nc1nncs1
  -1	1	-2	-28	-1	-0.2	8	0.1	7	-13	7
> Cc1cc(C)cc(NC(=O)COC(=O)CCn2c(C)csc2=O)c1
  -6	2	0	-2	1	0.0	1	-0.4	-1	-12	11
> CC(C)(C)S(=O)N1Cc2cc(C(=O)N[C@@H]3CCN(Cc4ccccc4)C3)nc(-c3cccc(-c4cc5ccccc5o4)c3)c2[C@@H]1CCO (some centres not stated)
  -6	nt	63*	-4	nt	-0.3	nt	-1.1	34	nt	-7

# 3 structures out of the list, sorted by SMILES length, smallest number first.
SMILES,CaV13 ICDI inh,NR2E3 ag-1,Granule exo inh,NR2E3 ag-2,Vif imaging,aDG glyco up,PDI inh,iPSC survival up,Peg3 prom inh,TRPM1 prom inh,HIF-2a inh
CC(=N)C1=C(O)CC(C)(C)CC1=O,-5,3,-14,-3,38,-0.2,5,2.2,8,-1,9
CCOc1ccccc1C1C(C(=O)OC)=C(N)OC2=C1C(=O)CCC2 (configuration not stated),-9,-4,2,2,-2,0.0,-5,0.4,0,5,-2
C=CCC[C@@H](Cc1ccc(F)cc1)C(=O)O[C@H](CNC(=O)[C@H](CC=C)CC(=O)N(CCO)Cc1ccccc1)c1ccccc1,-11,nt,46,4,-7,0.1,-3,-0.3,39,-4,13
